Screens deposited in PubChem by several laboratories.
M1 antag: human CHRM1 antagonism; P11229; CHO-K1 hM1, Fluo-8 calcium fluorescence, ACh EC80 antagonist; inhibition, % at 3 µM; 360,000 tested, 1.3% active;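 active = percent inhibition above its own plate's cutoff, namely the mean of that plate's compound wells plus 3 SD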;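 also: peak over basal fluorescence ratio during 140 s after agonist addition; 0% = ACh EC80 plus DMSO and 100% = DMSO alone without agonist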
CHRM5 PAM: CHRM5 positive allosteric modulation; P08912; CHO-K1 hM5, Fluo-8 calcium, ACh EC20 PAM; 0% = ACh EC20, 100% = ACh EC100; activation, % at 3 µM; 360,000 tested, 0.3% active; AID 624038;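 active = activation above the run cutoff, the mean activation of all test compounds plus 3 SD, cut at about 18% in these data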
Target sequence (P08912 whole entry, looked up): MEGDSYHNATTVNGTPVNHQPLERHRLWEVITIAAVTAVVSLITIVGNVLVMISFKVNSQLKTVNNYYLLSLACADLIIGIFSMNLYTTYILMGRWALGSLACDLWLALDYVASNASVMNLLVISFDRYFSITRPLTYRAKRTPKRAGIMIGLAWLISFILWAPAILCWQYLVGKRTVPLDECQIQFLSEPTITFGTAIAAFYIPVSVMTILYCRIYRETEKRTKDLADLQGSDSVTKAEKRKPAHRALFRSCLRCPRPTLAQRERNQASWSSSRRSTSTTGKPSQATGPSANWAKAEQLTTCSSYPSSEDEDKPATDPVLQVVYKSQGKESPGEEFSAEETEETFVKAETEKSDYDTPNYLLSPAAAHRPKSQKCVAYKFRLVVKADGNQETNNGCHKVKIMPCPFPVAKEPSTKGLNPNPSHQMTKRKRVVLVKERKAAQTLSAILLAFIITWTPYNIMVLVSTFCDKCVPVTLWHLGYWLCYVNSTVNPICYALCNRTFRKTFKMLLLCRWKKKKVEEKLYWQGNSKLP
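system = human M5 receptor in CHO-K1 cells | compound = one concentration, 3 µM final (nominal) | schedule = Post-acetylcholine fluorescence recording 140 s | signal = Fluo-8 calcium dye fluorescence, kinetic read | benchmarks = low control EC20 acetylcholine (0%), high control EC100 acetylcholine (100%) | repeats = singlicate, one well per test compound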
CHRM1 PAM: human CHRM1 positive allosteric modulation; P11229; CHO-K1 hM1, Fluo-8 calcium fluorescence, ACh EC20; 0% = ACh EC20, 100% = maximal ACh; activation, % at 3 µM; 360,000 tested, 0.088% active; in the data active = activation above about 19%, passing the limit was not always enough
M5 ag: agonists of human muscarinic M5 receptor (CHRM5); CHO-K1 hM5 cells, Fluo-8 calcium fluorescence; 0% DMSO wells, 100% maximal acetylcholine response; 360,000 tested, 0.19% active; activation, % at 3 µM; P08912;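 active = activation above the run's mean over test compounds plus 3 SD, cut at about 23% in these data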;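 also: signal is peak over basal fluorescence ratio across the kinetic read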
CHRM4 agonist: CHRM4 agonism in calcium assay; P08173; CHO-K1 hM4/Gqi5, Fluo-8 calcium fluorescence; vehicle 0%, full acetylcholine response 100%; activation, % at 3 µM; 360,000 tested, 0.14% active; AID 624127;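 active = activation above the run mean over all test wells plus 3 SD, cut at about 32% in these data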;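 also: peak over basal fluorescence ratio per well then scaled between controls; 0% = DMSO wells and 100% = acetylcholine at EC100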
Target sequence (P08173 whole entry, looked up): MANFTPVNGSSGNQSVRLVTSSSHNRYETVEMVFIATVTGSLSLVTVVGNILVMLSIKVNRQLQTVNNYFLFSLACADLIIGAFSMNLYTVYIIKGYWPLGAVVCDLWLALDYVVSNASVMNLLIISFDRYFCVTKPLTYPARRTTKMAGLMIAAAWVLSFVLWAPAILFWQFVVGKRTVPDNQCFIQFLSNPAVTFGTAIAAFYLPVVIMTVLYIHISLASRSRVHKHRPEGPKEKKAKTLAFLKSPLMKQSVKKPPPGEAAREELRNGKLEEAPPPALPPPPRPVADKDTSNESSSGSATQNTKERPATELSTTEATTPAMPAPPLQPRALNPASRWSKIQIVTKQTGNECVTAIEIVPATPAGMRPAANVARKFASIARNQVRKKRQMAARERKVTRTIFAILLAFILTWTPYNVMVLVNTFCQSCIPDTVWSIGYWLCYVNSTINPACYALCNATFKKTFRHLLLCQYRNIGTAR
M4 antag: CHRM4 antagonism in calcium assay. CHO-hM4 cells, ACh EC80, Fluo-8 calcium fluorescence. inhibition, % at 3 µM. 360,000 tested, 0.73% active;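 active = inhibition above its plate's cutoff, the mean inhibition of sample wells plus 3 SD, cut at about 27% in these data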;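 also: 0% = acetylcholine EC80 with DMSO and 100% = DMSO without agonist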
M4 PAM: positive allosteric modulators of human muscarinic M4 receptor; CHO-K1 hM4/Gqi5, Fluo-8 calcium fluorescence, ACh EC20; 0% = ACh EC20, 100% = maximal ACh; P08173; 360,000 tested, 0.4% active; activation, % at 3 µM;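 active = activation above its plate's cutoff, the mean activation of sample wells plus 3 SD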; also: some results filed as inactive read as strong as hits
CHRM5 antagonist: antagonists of human muscarinic M5 receptor (CHRM5); P08912; CHO-hM5 cells, Fluo-8 calcium fluorescence, ACh EC80; inhibition, % at 3 µM; 360,000 tested, 0.59% active;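 active = inhibition above a per-plate cutoff, the mean of that plate's test compounds plus 3 SD, cut at about 27% in these data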;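 also: 0% = acetylcholine EC80 with DMSO and 100% = DMSO without agonist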
CRFBP-R2 agonist: agonists of human CRF-binding protein/CRF-R2 receptor complex; HEK293 CRF-R2/CRF-BP, calcium dye fluorescence (FLIPR); percent of saturating CRF peptide response; activation, % at 13.2 µM; 350,000 tested, 0.46% active; AID 588473;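 active = activation of at least 50%, plus an integration ratio under a set limit after plate pattern correction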;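 also: plate controls were neutral control wells without compound for no effect and CRF at EC100 for full effect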
The depositor's hits bear a star; nt = not tested or not shown; & = joins results of further samples. Compounds as they come. Share with any hit: about 2.8%.

Below each compound – M1 antag, CHRM5 PAM, CHRM1 PAM, M5 ag, CHRM4 agonist, M4 antag, M4 PAM, CHRM5 antagonist, CRFBP-R2 agonist
> COc1ccc(NC(=O)CCc2nc3ccccc3c(=O)[nH]2)cc1S(=O)(=O)N1CCCCC1
    0, -5, 2, -1, 2, -3, 1, 11, -0.5
> COc1ccc(NC(=O)C2(C)CCN2C(=O)c2ccc(C(C)(C)C)cc2)cc1OC (centres undefined)
    10, -8, -1, 2, 6, -18, 3, -6, nt
> O=C(CSc1nnc(CNc2ccccc2)o1)c1ccc2c(c1)OCCO2
    1, -5, 0, 1, 8, 7, -1, 4, -1.7
> CCOC(=O)Nc1ccc2c(c1)N(C(=O)CN1CCN(C)CC1)c1ccccc1CC2
    22, -9, -20, -22, 0, 12, -15, 13, 1.4
> CCOC(=O)N1CCN(C(=S)NC(=O)C23CC4CC(CC(C4)C2)C3)CC1
    2, -1, 1, -2, 0, 1, 7, 9, -0.2
> CC(=O)Nc1ccc(NC(=O)C(C)OC(=O)C2CC3C=CC2C3)cc1 (centres undefined)
    2, 5, 0, -2, 1, 4, 10, 0, -1.2
> O=C(NNC1=C(C(=O)C(F)(F)F)CCC1)c1cccc(Cl)c1
    -3, 1, 7, -1, 0, 11, 5, -4, 13
> O=C(N/N=C/c1ccccc1)NC1CCCCC1
    -1, -5, 7, 3, 5, -6, 9, 5, -1.3
> COc1ccc(C(=O)N(C)C2CCCN(Cc3ccccc3F)C2)cc1OC (centres undefined)
    9, 4, -2, 1, 2, 7, -3, 2, 0.1
> CCOC(=O)c1[nH]c(COC(=O)C2CC(=O)N(Cc3ccccc3)C2)c(C(=O)OCC)c1C (centres undefined)
    -4, -5, 2, -9, 3, 3, -2, -3, 0.7
> Nc1ccc(SCC(=O)Nc2cccc([N+](=O)[O-])c2)cc1
    -3, -3, 4, -1, 4, -3, 0, 5, 0.5
> Cc1ccc(S(=O)(=O)N2CCCC2)cc1C(=O)Nc1ccc(-n2cnnn2)cc1
    1, -6, 10, 4, 11, 0, 8, 0, -0.8
> CCCCOc1ccc(C(=O)NCC(=O)OCCCOC(=O)CNC(=O)c2ccc(OCCCC)cc2)cc1
    15, 1, -6, 0, 2, -10, 1, -1, 28
> O=C(c1ccc(COc2ccccc2Cl)o1)N1CCN(Cc2ccc3c(c2)OCO3)CC1
    4&6, -11&12, -2&0, -3&-2, 5&3, -12&-6, -12&7, 4&-1, 1.3&-0.4
> S=C(NCc1ccccc1)Nc1ccncc1
    3, -10, -1, 3, 10, 21, -8, 11, 0.9
> Cc1ccsc1/C=N/NC(=O)CN1CCN(Cc2ccccc2)CC1
    -12, 12, 3, 5, 0, 0, 8, 0, -0.5
> CC(C)c1cccc(-c2ccc3c(c2)S(=O)(=O)c2cccc(C(=O)NCc4ccccc4Cl)c2C3=O)c1
    4, 0, -1, 1, 3, 2, -3, 15, 2.4
> CC(C)N1CC(COc2ccc(Cl)cc2Cl)OC1=O (centres undefined)
    -13, 1, 12, -1, 1, 5, -3, 7, -2.8
> COc1ccc(CCNC(=O)COc2cc(O)c3c(c2)OC(C)(C)CC3=O)cc1OC
    -6, -1, 0, 2, 5, -10, 3, 3, -0.1
> CCN1CCN(C(=O)Cn2ncc3ccsc3c2=O)CC1
    -12, -3, 4, 3, 0, -7, 3, 4, -0.3
> COCCCN1C(=O)C(=O)/C(=C(/O)c2ccc(S(=O)(=O)N3CCOCC3)cc2)C1c1ccc(OC)cc1 (centres undefined)
    0, -4, 0, -2, 1, -6, 3, 5, 0.6
> Cc1cccc(N2C(=O)C(O)=C(C(=O)c3cccs3)C2c2ccc(F)cc2)n1 (centres undefined)
    6, 2, -4, 0, 0, 4, -3, -5, -0.3
> COc1ccc(/C=C/C(=O)NCCCN2CCCCCC2)cc1
    -22, -3, 12, -5, 2, -9, -4, 11, -1.1
> CC(Sc1nnc(N)s1)C(=O)c1c(N)n(C)c(=O)n(C)c1=O (centres undefined)
    1, 1, 3, 1, 0, -4, 5, 5, -0.2
> COc1ccc(NC(=O)CSc2nnc3n2CCCCC3)cc1S(=O)(=O)N1CCOCC1
    -11, -1, 8, 2, 1, 3, 7, 3, -0.2
> COc1ccccc1C(=O)COC(=O)c1cccc(S(=O)(=O)N2CCCC2)c1
    -5, 3, 5, -5, 4, -5, 0, 2, -0.6
> Cc1ccc(OCC(=O)NNC(=O)CCC(=O)Nc2ccc(C)cc2C)cc1
    1, -6, 3, 2, 0, 6, 8, 4, -1.1
> CCN1CCN(C(=S)Nc2cccc(C(F)(F)F)c2)CC1
    -4, 1, 4, -3, 1, 4, 1, -2, -1.3
> Cc1ccccc1OCC(=O)Nc1cccc(S(=O)(=O)NC2=NCCCCC2)c1
    -11, 6, 4, -3, 4, 0, 1, -7, -0.3
> Cc1[nH]c2c([N+](=O)[O-])cccc2c1C
    -12, 1, 10, -1, 1, 17, 8, 14, -0.8

Next part:
Below each compound – M1 antag, CHRM5 PAM, CHRM1 PAM, M5 ag, CHRM4 agonist, M4 antag, M4 PAM, CHRM5 antagonist, CRFBP-R2 agonist
> CS(=O)(=O)c1nc(S(=O)(=O)c2ccc(Cl)cc2)c(NCCCN2CCCC2=O)s1
    -10, -1, 8, -10, 2, -16, 5, 6, -0.5
> O=C(C1=C(O)C(=O)N(Cc2ccccc2)C1c1cccnc1)c1ccco1 (centres undefined)
    -20, -2, 2, 1, 0, -5, -4, -1, 1.9
> Cn1c(CNC(=O)C(Cc2ccccc2)NC(=O)c2cccc(F)c2)cc(=O)n(C)c1=O (centres undefined)
    -19, 13, 18, -1, 1, -14, 6, -10, -2.2
> O=C1ON=C(c2cccc([N+](=O)[O-])c2)/C1=C/c1ccc(O)cc1
    0, -3, 9, -3, 2, -18, 6, -16, 4.9
> COc1cc(CC(=O)Nc2nccs2)cc(OC)c1OC
    4, -2, 0, 0, 0, 1, 0, 7, 4.0
> CCCCC(CCCC)=N/N=C/c1c(O)n(CC)c2cc(C3=NNC(=O)CC3)ccc12
    1, 1, -3, -1, 0, -10, 1, 6, 0.0
> COC(=O)CCC[C@H]1CC2(C[C@H](CCCO[Si](C)(C)C(C)(C)C)N1C(=O)OC(C)(C)C)OCCO2
    0, 5, 11, 2, 3, 7, 6, 5, 2.2
> Cc1ccc(NC(=S)N2CCC(c3ccccc3)C2)c(Cl)c1 (centres undefined)
    -7, 1, 1, -1, -1, -3, -14, 8, -2.4
> Cc1ccc(Sc2ncccc2COC(=O)Nc2ccccc2)cc1
    -28, -5, -4, -6, 1, 0, 5, 0, 1.5
> OCCNc1nc2ccccc2nc1NCCO
    -4, 6, 4, 6, 1, -2, 7, -8, -0.2
> O=C(NNC(=O)c1cccc2ccccc12)c1ccc(Br)cc1
    -7, -10, 4, 0, 4, -10, 0, 19, -3.9
> Cn1cccc1Cc1nnc(SCC(=O)Nc2ccc3c(c2)OCCO3)n1-c1ccc(F)cc1
    -12, -3, 7, 2, -2, 4, 0, 6, -1.2
> CC(C)C[C@H](NC(=O)/C=C/[C@H]1O[C@@H](n2ccc(=O)[nH]c2=O)[C@H](O)[C@@H]1O)C(=O)O
    -14, 2, 7, 2, 0, -1, 2, 9, nt
> CC(=O)Nc1ccc(NC(=O)C(F)(F)F)cc1
    -11, 3, 12, -2, 0, 11, 5, -3, -0.1
> COC(=O)c1c(C)[nH]c(C(=O)COC(=O)CCc2ccc(OC)c(OC)c2)c1C
    -4, -3, 8, 2, 1, -19, 5, 2, 1.4
> CCOC(=O)N1CCN(S(=O)(=O)c2ccc3[nH]c(=O)sc3c2)CC1
    -9, -2, 2, 1, 3, -4, 1, 2, -2.1
> C/C(=N\NC(=O)c1ccc2c(c1)OCO2)c1ccc2c(c1)OCO2
    -5, 5, 7, 2, 2, -4, 1, 0, -0.5
> CCCCCOc1ccc(/C=N/NC(=O)c2nnn(-c3nonc3N)c2CN2CCCCCC2)cc1
    -5, 4, 4, 2, 0, -11, 3, -6, -1.3
> CN(C(=O)c1ccc(N2CCOCC2)c([N+](=O)[O-])c1)C1CCCCC1
    -12, -2, 10, -4, 2, 10, -4, 6, -0.3
> Cc1cc(C)nc(NS(=O)(=O)c2ccc(Br)cc2)n1
    -10, 1, 11, -2, 1, -2, 1, -1, 2.5
> Cc1ccc(CC(=O)Nc2ccc(C(=O)N3CCCCC3)cc2)cc1
    -10, 1, 7, 1, 3, 9, 1, 7, 10
> COc1c(C)cc(Br)cc1C(=O)NCc1cccnc1
    -14, -4, 10, 2, 1, -2, 10, -1, -1.3
> COc1ccccc1N1CCC(N2CCN(CC(C)(C)C)C(CCO)C2)CC1 (centres undefined)
    -16, 4, 10, 0, 0, 7, 0, 15, 0.5
> CC(=O)c1sc(NC(=O)c2ccccc2F)nc1-c1ccccc1
    27, 3, -10, -5, 0, -1, -3, 11, -5.5
> O=C(Nc1oc2ccccc2c(=O)c1-c1ccc(Cl)cc1)c1ccco1
    2, -9, 20, -6, 2, -4, 8, 22, -3.6
> Cc1cc(C)nc(SC2CCCCC2NS(=O)(=O)c2ccccc2)n1 (centres undefined)
    -8, -9, 12, -1, 1, -5, 1, 8, -1.6
> O=C(CCN1C(=O)CSc2ccccc21)Nc1cccc(C(F)(F)F)c1
    0, -2, -1, -1, 12, 9, -4, 4, 0.2
> Cc1nc(SCC(=O)N2CCN(c3ccccn3)CC2)c(C#N)c(C)c1C
    10, -1, -12, 0, 5, 3, 6, -2, -1.4
> COc1cc(CNc2nnnn2C)ccc1OCc1c(F)cccc1Cl
    -10, 5, 18, -1, 2, -6, 0, 12, -0.1
> Cc1nn(C)c(C)c1-c1c(C#N)c(N)nc2c1CCCCCC2
    -27, -4, 4, -3, 1, 8, -4, 3, 2.0
> CCN(C(=O)c1c(C)noc1C)c1c(N)n(Cc2ccccc2)c(=O)[nH]c1=O
    -9, 7, 8, 2, 0, -7, 6, 2, -1.3

Just CHRM1 PAM, CHRM4 agonist and CRFBP-R2 agonist, for some of the entries so far:
SMILES	CHRM1 PAM	CHRM4 agonist	CRFBP-R2 agonist
Cc1ccc(Sc2ncccc2COC(=O)Nc2ccccc2)cc1	-4	1	1.5
COc1ccccc1N1CCC(N2CCN(CC(C)(C)C)C(CCO)C2)CC1 (centres undefined)	10	0	0.5
